# OX1R antag-1: human HCRTR1 antagonism; AID 434989; CHO/OX1R cells, Fluo-8 calcium fluorescence, orexin A; hit rate 0.43% among 330,000; inhibition, % at 5 µM;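 active = inhibition above its plate's threshold, mean inhibition of all tested compounds on the plate plus 3 SD, cut at about 37% in these data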;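 also: 0% = orexin A challenge wells and 100% = SB-334867-A antagonist wells; not every result past the cut was called active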
# Target sequence (O43613 whole entry, looked up): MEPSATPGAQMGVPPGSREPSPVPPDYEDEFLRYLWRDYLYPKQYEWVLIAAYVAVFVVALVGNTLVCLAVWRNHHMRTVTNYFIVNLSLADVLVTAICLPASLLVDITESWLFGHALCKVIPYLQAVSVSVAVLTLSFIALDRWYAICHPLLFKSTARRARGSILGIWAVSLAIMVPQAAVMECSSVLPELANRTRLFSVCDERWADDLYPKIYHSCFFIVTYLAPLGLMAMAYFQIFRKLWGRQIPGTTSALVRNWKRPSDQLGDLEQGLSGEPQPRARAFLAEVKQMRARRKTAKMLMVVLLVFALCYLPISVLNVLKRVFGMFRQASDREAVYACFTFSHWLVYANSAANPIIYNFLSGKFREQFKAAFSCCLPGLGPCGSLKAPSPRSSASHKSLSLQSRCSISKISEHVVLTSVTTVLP
# CHT allo act: allosteric activators of human choline transporter CHT. Q9GZV3. CHT-expressing cells, membrane potential dye, choline EC20; active compounds read high; LV-AA mutant CHT in HEK293 cells. B-score at 10 µM. hit rate 0.49% among 310,000;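 active = initial fluorescence not abnormally high and integrated response B-score, plate-corrected, over 3 SD above library mean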
# Target sequence (Q9GZV3 whole entry, looked up): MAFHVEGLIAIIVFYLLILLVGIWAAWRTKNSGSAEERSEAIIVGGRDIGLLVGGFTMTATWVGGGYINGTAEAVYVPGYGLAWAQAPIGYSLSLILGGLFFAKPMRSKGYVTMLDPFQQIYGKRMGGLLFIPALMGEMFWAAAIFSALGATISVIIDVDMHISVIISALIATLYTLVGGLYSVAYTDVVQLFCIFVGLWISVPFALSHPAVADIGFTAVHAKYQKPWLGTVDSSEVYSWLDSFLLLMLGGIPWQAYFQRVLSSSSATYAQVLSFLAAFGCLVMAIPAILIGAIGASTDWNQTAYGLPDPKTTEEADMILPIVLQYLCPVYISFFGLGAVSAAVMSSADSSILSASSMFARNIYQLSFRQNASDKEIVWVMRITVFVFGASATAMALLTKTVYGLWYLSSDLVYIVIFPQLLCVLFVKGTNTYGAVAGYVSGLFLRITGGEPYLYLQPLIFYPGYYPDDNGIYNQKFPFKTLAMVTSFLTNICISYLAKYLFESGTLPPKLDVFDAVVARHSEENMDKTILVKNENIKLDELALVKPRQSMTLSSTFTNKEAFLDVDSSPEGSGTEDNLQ
# OX1R antag-2: antagonists of human orexin 1 receptor (OX1R); O43613; OX1R-expressing cells, FRET antagonist read-out; inhibition, % at 6.6 µM; hit rate 1.8% among 330,000; AID 485270; in the data active = inhibition mostly above about 38%, no sharp cut-off; inactive = mostly below about 40%;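 also: 0% = agonist challenge alone and 100% = reference antagonist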
# * hit, by the source's call; i = inactive; · = no result given.
SMILES,OX1R antag-1,CHT allo act,OX1R antag-2
O=C(O)C1CCCCC1C(=O)Nc1ccc(S(=O)(=O)N2CCCCC2)cc1 (centres undefined),-5,i,16
Cc1ccc([N+](=O)[O-])cc1Nc1nc(N2CCCC2)nc(N2CCCC2)n1,-41,i,-2
O=C(Cc1c(Cl)cccc1Cl)Nc1ccc(S(=O)(=O)Nc2ncccn2)cc1,4,i,2
CCn1c(Cc2ccccc2)nnc1SCC(=O)Nc1cc(C)on1,7,i,3
N#Cc1cccc(NCC(=O)Nc2cccc(S(=O)(=O)N3CCCCC3)c2)c1,-13,·,-1
CN1CCN(C(=O)C2CCN(S(=O)(=O)c3ccccc3[N+](=O)[O-])CC2)CC1,17,·,16
COc1ccccc1CNC(=O)COC(=O)Cc1cccc(F)c1,-21,·,3
CCc1ccc(OCC(=O)NNC(=O)Cc2ccc(S(=O)(=O)N3CCOCC3)s2)cc1,-1,i,6
COc1ccc2nc3sc(C(=O)NCc4cccs4)c(N)c3cc2c1,-15,i,27
Cc1ccccc1S(=O)(=O)Cc1ccc(C(=O)NC2CCCCC2C)o1 (centres undefined),-1,i,9
COCCNC(=S)Nc1cccc2cnccc12,-17,i,21
Cc1ccccc1C(=O)NC(NC(=O)c1ccccc1C)c1cccc([N+](=O)[O-])c1,-15,i,12
CNc1oc(-c2ccc(Cl)cc2)nc1C#N,-15,i,13
CC(C)CCC1CC(CSC(=N)N)OC1=O (centres undefined),-9,i,9
CN(C)CC(C)(C)CNC(C(=O)Nc1ccc(Cl)cc1C(F)(F)F)c1ccccc1 (centres undefined),-35,i,29
Cc1ccc(C)c(-c2cc(C(=O)NCc3cccs3)c3ccccc3n2)c1,-4,i,1
CNC(=S)N(CCc1c(C)[nH]c2ccccc12)Cc1cccnc1,10,i,0
CCCc1nnc(SCC(=O)N2CCCC2)n1Cc1ccco1,-8,i,1
CC1CN(CCOc2ccc([N+](=O)[O-])cc2)CC(C)O1 (centres undefined),0,i,20
C=CCN1C(=O)C(CC(=O)Nc2ccc(OC)cc2)SC1=Nc1ccc(S(N)(=O)=O)cc1 (centres undefined),-14,i,15
COc1cc(CNC(C)(C)CO)cc(Br)c1OCc1ccc(Cl)cc1,-1,i,-3
COc1cc(CC(=O)OCC(=O)N(C)C2CCCCC2)cc(OC)c1OC,-10,·,4
COc1ccc(NC2CCCN(C(=O)c3oc(C)cc3C)C2)cc1OC (centres undefined),-27,i,47
COCCCN1C(=O)C(=O)/C(=C(/O)c2ccc3c(c2)OCCO3)C1c1ccc(C(=O)OC)cc1 (centres undefined),-24,i,4
CC1=CC(c2ccccc2)n2ncnc2N1 (centres undefined),-1,i,13
CC(CS(=O)(=O)c1ccc2c(c1)NC(=O)CS2)C(=O)N1CCN(c2cccc(Cl)c2)CC1 (centres undefined),23,i,17
OCC1(CO)COC(c2ccccc2)=N1,-12,i,2
Cc1ccc(OCc2nn3c(-c4ccco4)nnc3s2)cc1,-18,i,8
CCOC(=O)Cn1nc(-c2ccccc2)c(-c2ccccc2)nc1=O,-16,i,7
O=C(COC(=O)CCS(=O)(=O)c1ccc(Cl)cc1)NCCc1ccccc1,-7,i,25
CN1CC=C2C(C#N)=C(N)C(C#N)(C#N)C(c3cccc(Cl)c3Cl)C2C1 (centres undefined),-3,i,48
O=C1CCCN1CCCNCC(O)c1ccccc1 (centres undefined),-19,i,1
O=C(NCc1ccccc1)C1=C[C@H](c2ccc3c(c2)OCO3)C[C@H](OCCCCO)O1,-18,i,10
O=C(NCCc1ccc(C(F)(F)F)cc1)C1CCC(=O)N(CCc2cccc(F)c2)C1 (centres undefined),-17,i,8
CCN(CC)S(=O)(=O)c1cccc(NC(=O)COc2ncnc3sccc23)c1,-21,i,11
Cc1ccc(C(CC(=O)O)NC(=O)CN2C(=O)c3ccccc3C2=O)cc1 (centres undefined),3,i,2
Cc1cc(/C=C\c2ccc3cc(N(C)C)ccc3[n+]2C)c(C)n1-c1ccccc1,51*,i,80*
COc1ccc(CNC(=O)c2ccccc2C(=O)O)cc1,-13,i,20
COc1ccc(C(=O)NC(C(=O)NCc2ccccn2)C(C)C)cc1 (centres undefined),-8,i,6
CCCCCCSc1nc(O)c(C2OC(=O)c3c2ccc(OC)c3OC)c(=O)n1-c1ccccc1 (centres undefined),-19,i,30

# Given as labelled records: part of the list above
Compound: O=C(NCCc1ccc(C(F)(F)F)cc1)C1CCC(=O)N(CCc2cccc(F)c2)C1 (centres undefined)
  OX1R antag-1: -17 | CHT allo act: i | OX1R antag-2: 8
Compound: CC1CN(CCOc2ccc([N+](=O)[O-])cc2)CC(C)O1 (centres undefined)
  OX1R antag-1: 0 | CHT allo act: i | OX1R antag-2: 20
Compound: CCN(CC)S(=O)(=O)c1cccc(NC(=O)COc2ncnc3sccc23)c1
  OX1R antag-1: -21 | CHT allo act: i | OX1R antag-2: 11
Compound: CC(C)CCC1CC(CSC(=N)N)OC1=O (centres undefined)
  OX1R antag-1: -9 | CHT allo act: i | OX1R antag-2: 9

# Following part:
SMILES,OX1R antag-1,CHT allo act,OX1R antag-2
O=C(COc1ccc(Cl)cc1)N(Cc1ccccc1)c1ccccn1,-6,i,22
Cn1c(=NC(=O)COc2ccccc2)sc2cc(F)cc(F)c21,-6,i,20
Cc1cnc(C(=O)OCC(=O)N(Cc2ccccc2)C(C)C)cn1,-85,i,14
Cc1nnc(SCC(=O)Nc2c(C)n(C)n(-c3ccccc3)c2=O)n1Cc1ccccc1,-25,i,3
O=C(COc1ccc2ccccc2c1)NNC(=O)Nc1ccccc1F,-17,i,41
Cc1ccc2c(c1)N(CC(=O)NC1CCCCC1)C(=O)c1cccnc1O2,-2,i,15
O=C(N[C@@H]1C/C=C\C[C@H](CC(=O)N(CCO)Cc2ccccc2)C(=O)N[C@@H](Cc2ccccc2)COC1=O)OCC1c2ccccc2-c2ccccc21,-6,·,7
O=C(CCC(=O)Nc1cccc([N+](=O)[O-])c1)NCc1ccccc1,-4,i,11
COc1cccc2cc(C(=O)Nc3ccccc3C)/c(=N/O)oc12,-18,i,10
NCCN1CCN2C(=O)CN(C(=O)c3ccccc3)CC12 (centres undefined),3,·,7
CCN1C(=O)C(CC(=O)Nc2ccc(F)cc2)N(CCCN2CCN(c3ccc(F)cc3)CC2)C1=S (centres undefined),-7,i,9
Cc1cc(-c2ccco2)n(CC(=O)NCc2ccco2)n1,-22,i,11
CCOc1ccc(CN2CCCC(N3CCN(c4ccc(OC)cc4)CC3)C2)cc1 (centres undefined),-23,i,19
CCc1cccc(NC(=O)CCNS(=O)(=O)c2ccc3c(c2)oc(=O)n3C)c1,-17,i,9
COCCN=C1Sc2nc3c(C)cccc3cc2CN1Cc1ccco1,-28,i,18
COc1ccc(NC(=O)c2cc(C3CC3)nc3c2cnn3C(C)C)cc1OC,-34,·,8
CC1CCCC(C)N1CCCNC(=O)c1ccc2c(c1)NC(=O)c1ccccc1S2 (centres undefined),-12,i,22
COc1ccc(-c2nc3ccncc3[nH]2)cc1OC,6,i,12
COc1ccc(NC(=O)/C(=C\c2ccco2)NC(=O)c2ccco2)cc1,0,i,12
CCCN(CCC)CCCNC(=O)C1c2cc(OC)c(OC)cc2C(=O)N(C)C1c1cccnc1 (centres undefined),-9,i,12
COc1cc(OC)cc(-c2c(-c3cccs3)c3cc(-c4ccc5c(c4)OCO5)ccc3n2C)c1,-11,·,-1
COc1c(C)cccc1C(=O)Nc1ccc(N2CCN(C(=O)c3ccccc3C)CC2)cc1,-22,i,6
CCOc1ccc(/C=N/NC(=O)CN2CCCCC2)cc1OCC,-12,i,11
O=C(Nc1cccc(Cl)c1)c1csc(-c2ccccc2)n1,-27,i,23
CCC(C)NC(=O)C1CN(S(=O)(=O)c2ccccc2)CCN1S(=O)(=O)c1ccccc1 (centres undefined),-38,i,16
C=CCN1C(=O)C2(OCCCO2)c2c(C)ccc(C)c21,-19,i,-6
Cc1c(C(=O)N2CCC(C)CC2)sc2ncnc(N(C)c3ccccc3)c12,-26,i,14
CC(Sc1nnc(C(C)N(C)C)n1-c1ccc(Cl)cc1)C(=O)Nc1ccc2c(c1)OCO2 (centres undefined),-23,i,11
CC1Nc2ncnc(N3CCN(c4ccccn4)CC3)c2N(Cc2ccccc2)C1=O (centres undefined),-25,i,14
Cc1ccccc1-c1n[nH]c(=S)n1/N=C/c1c(C)nn(-c2ccccc2)c1C,-22,i,6
COc1ccc(C(=O)NN(C)c2nc(-c3ccccc3)cc(C)c2S(C)(=O)=O)cc1,-23,i,20
NS(=O)(=O)c1ccc(CCNC(=O)CSc2cccs2)cc1,-8,i,4
O=C(c1sccc1-c1ccccc1)N1CCN(S(=O)(=O)c2ccccc2F)CC1,-13,i,10
Cn1c(CNC(=O)c2ccccc2F)nnc1SCCOc1ccccc1,-16,i,3
COc1ccc(-n2nc(N)c3c(=O)oc(N(C)C)nc32)cc1,-9,i,0
COc1ccc(C(C)=O)cc1COC(=O)Cn1cnc2ccccc2c1=O,-10,i,3
O=C(O)c1cc(S(=O)(=O)Nc2ccc3cn[nH]c3c2)ccc1Cl,-9,·,9
CCn1nc(NC(=O)c2cccs2)c2cc3ccccc3nc21,-42,i,23
CCOC(=O)Nc1nnc(-c2cccc(OC)c2)s1,-10,i,21
C[C@H](O)c1[nH]c2cc(F)ccc2c1[C@H](C)O,-19,i,10

# Sorted by the number under OX1R antag-2 (rising): 4 of the compounds above
molecule | OX1R antag-1 | OX1R antag-2
C=CCN1C(=O)C2(OCCCO2)c2c(C)ccc(C)c21 | -19 | -6
Cc1c(C(=O)N2CCC(C)CC2)sc2ncnc(N(C)c3ccccc3)c12 | -26 | 14
CCOC(=O)Nc1nnc(-c2cccc(OC)c2)s1 | -10 | 21
O=C(Nc1cccc(Cl)c1)c1csc(-c2ccccc2)n1 | -27 | 23

# (further entries)
SMILES,OX1R antag-1,CHT allo act,OX1R antag-2
Cc1ccc(S(=O)(=O)CCc2nc3ccccc3s2)cc1,-15,i,22
CN(C)c1oc(COc2ccccc2F)nc1C#N,-13,i,14
COC(=O)[C@@]1(Cc2ccccc2)[C@H]2C(=O)N(C)C(=O)[C@H]2[C@H]2CN=C(SCc3ccccc3)N21,-14,·,13
Cc1ccc(C)c(NC2=NCC(=O)N2C2CCCCC2)c1,-7,i,9
O=C(NC(c1ccc(Cl)cc1)c1cc(Cl)c2cccnc2c1O)c1cccnc1 (centres undefined),-34,i,7
O=C1CN(C(=O)COC(=O)/C=C/c2ccc(OC(F)F)cc2)c2ccccc2N1,17,i,24
O=C(NC1CC1)c1cccc(Nc2ccc(-c3ccc4c(c3)OCCO4)nn2)c1,-25,i,28
COCCCN1CC(=O)N2C(c3cccc(OC)c3)c3[nH]c4ccccc4c3C[C@H]2C1=O (some centres undefined),-20,i,5
CCOc1ccccc1NC=C1C(=O)OC(C)(C)OC1=O,-4,i,-4
COc1ccc(-c2cc3ccccc3n2CC(O)CN2CCOCC2)cc1 (centres undefined),-29,i,14
CCCCOc1ccc(C(=O)NCC(=O)NCC(c2ccco2)N2CCCCC2)cc1 (centres undefined),-45,i,0
COc1cccc(-n2c(=S)sc3c(=O)n(-c4ccccc4C)c(SCC(=O)O)nc32)c1,-19,i,5
CCOC(=O)C1(Cc2ccccc2C(F)(F)F)CCN(Cc2ccc(COC)o2)CC1,-32,i,14
COc1ccc(C(C(=O)NC2CCCC2)N(C(=O)c2csnn2)C2CC2)cc1 (centres undefined),-12,i,11
CCc1ccc(NC(=O)COc2ccc(Br)cn2)cc1,-6,i,6
CCC(O)CNC(=O)NC(=C(Cl)Cl)c1ccc(C)c(F)c1 (centres undefined),-25,i,9
CC1CCCN(C(=O)C(C)Sc2nc(-c3ccccc3)cc(C(F)(F)F)n2)C1 (centres undefined),-21,i,0
COc1ccccc1NC(=O)CSc1ncc(CO)n1Cc1ccc(F)cc1,-5,i,-2
Cc1sc2nc(CSc3nc4ccccc4s3)[nH]c(=O)c2c1C,-15,i,38
CCC(C)NC(=O)C1CCN(C(=O)COc2ccc3c4c(c(=O)oc3c2C)CCCC4)CC1 (centres undefined),-10,i,-2
COc1ccc(C(=O)NCCS(=O)(=O)N2CCC3(CC2)OCCO3)cc1,-12,i,25
Oc1ccc(Oc2ccc3c(C(F)(F)F)cc(C(F)(F)F)nc3n2)cc1,13,i,-1
COc1ccc(N2CC(NS(=O)(=O)c3cccs3)CC2=O)cc1OC (centres undefined),-17,i,0
COc1cc(C(=O)Nc2ccc(NC(=O)c3ccco3)nc2)cc(OC)c1OC,-10,i,17
Cc1cc2cc(CCNC(=O)CCCc3ccccc3)c(=O)[nH]c2cc1C,-24,i,15
CCCCNC(=O)C1(NC(=O)Nc2ccccc2)CCCCC1,-7,i,12
O=C(NCCN1CCCC1=O)Nc1ccccc1,-5,i,6
Cc1ccccc1Oc1ccc(S(=O)(=O)NCCC(=O)O)cc1,2,i,3
CCc1ccc2c(c1)c1nnc(NN)nc1n2CC,-32,i,23
C[C@@]12C(=O)Nc3cc(F)ccc3C(=O)N1[C@H]1c3ccccc3OC[C@@H]1[C@@H]2c1ccccc1,-25,i,17
CCc1cccc(CC)c1-n1c(SCC(=O)c2c(N)n(C)c(=O)n(C)c2=O)nnc1-c1cccnc1,-8,i,18
C/C(CC(=O)Nc1ccc([N+](=O)[O-])cc1)=N\NC(=O)c1ccccc1[N+](=O)[O-],32,i,2
Cc1ccccc1NC(=O)CSc1nnc(NC(=O)c2ccco2)s1,-3,i,13
O=C(/C=C/c1ccc([N+](=O)[O-])cc1)NCc1ccc2c(c1)OCO2,-4,i,9

# Single values from above:
# For OX1R antag-1, Oc1ccc(Oc2ccc3c(C(F)(F)F)cc(C(F)(F)F)nc3n2)cc1 shows 13
# For OX1R antag-2, Cc1ccccc1NC(=O)CSc1nnc(NC(=O)c2ccco2)s1 shows 13
# For OX1R antag-2, C[C@@]12C(=O)Nc3cc(F)ccc3C(=O)N1[C@H]1c3ccccc3OC[C@@H]1[C@@H]2c1ccccc1 shows 17
# For OX1R antag-1, Cc1cc2cc(CCNC(=O)CCCc3ccccc3)c(=O)[nH]c2cc1C shows -24
